Akt phos inh – Akt phosphorylation inhibition | 0.32% of 360,000 active | Neuro2A IGF-stimulated pAkt S473 HTRF, 20 min; hits give low values | AID 651550 | activity change, % for hits at 50 µM; in the data active = activity change below about -80%; inconclusive = mostly about -51% to -80%; also: % is scaled to controls: 0 for no effect and ±100 for the full control effect
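Neuro2A cells (4,500/well, DMEM with 0.5% FBS) were treated with compound at a single 50 µM final concentration, stimulated with 6 nM IGF for 20 min at 37 °C, and lysed. Phospho-Akt Ser473 was read by HTRF as 665/615 ratio ×10^4.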
Nrf2 activator – activators of Nrf2 (ARE) signaling; AREc32 ARE-luciferase reporter (MCF7-derived line), luminescence, 24 h; Potency, µM (top dose mostly 46.1 µM), inactives show top-dose activation, hits mostly activators; 0.31% of 410,000 active; AID 624171; also: potency is read from the fitted curve at half-maximal effect; % of control where 0% means no effect; nearly all actives have a fitted effect of over 65% in size
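Each well held 1000 AREc32 cells, which were incubated with compound for 24 hr at 37 deg C after overnight attachment, and ARE reporter activity was quantified by firefly luciferase luminescence.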
A549 tox – counter-screen for Nrf2 inhibitors: cytotoxicity in A549 cells | A549 ARE-Fluc cells, CellTiter-Fluor viability, 18-24 h | Potency, µM (doses to about 46 µM), for the others: at the top dose activity change, negative = cytotoxicity, most hits filed as inhibitors | 0.16% of 390,000 active | AID 504648; also: potency is read from the fitted curve at half-maximal effect; % is scaled to controls: 0 for no effect and ±100 for the full control effect
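A549 ARE_Fluc cells in 5% FBS OPTI-MEM were exposed to compounds in concentration-response for 18-24 h at 37 deg C. Viability was read by CellTiter-Fluor fluorescence (Ex 405/Em 525) after 30 min, before the luciferase read.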
TGFb inhibitor – blocks TGF-b signaling | 1.2% of 410,000 active | HepG2 CAGA-GFP TGF-b/SMAD3 reporter, GFP fluorescence, 18 h; TGF-beta stimulated, 500 pg/mL final | Potency, µM (top dose mostly 46.1 µM), for inactives: at the highest dose activity, negative = inhibition, hits mostly inhibitors; also: potency is read from the fitted curve at half-maximal effect; % is scaled to controls: 0 for no effect and ±100 for the full control effect; nearly all actives have a fitted effect of over 65% in size
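HEPG2 CAGA-GFP reporter cells (1000/well, DMEM with 1% FBS) received compounds, then recombinant TGF-beta at 500 pg/mL final for 18 hours at 37 degrees C. Per-cell GFP summed per well was normalised to unstimulated and stimulated DMSO controls before curve fitting.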
EPAC2 antagonist – EPAC2 (human) antagonism; Q8WZA2; EPAC2 GEF exchange of Rap1B-BODIPY-GDP, fluorescence; Potency, µM (series often up to 114 µM), inactives show at the highest dose activity, negative = inhibition, usual class: inhibitors; 0.18% of 360,000 active; AID 720708; also: potency is read from the fitted curve at half-maximal effect; % is scaled to controls: 0 for no effect and ±100 for the full control effect; nearly all actives have a fitted effect of over 45% in size; many of its hits are not listed in these tables
Target sequence (Q8WZA2 whole entry, looked up): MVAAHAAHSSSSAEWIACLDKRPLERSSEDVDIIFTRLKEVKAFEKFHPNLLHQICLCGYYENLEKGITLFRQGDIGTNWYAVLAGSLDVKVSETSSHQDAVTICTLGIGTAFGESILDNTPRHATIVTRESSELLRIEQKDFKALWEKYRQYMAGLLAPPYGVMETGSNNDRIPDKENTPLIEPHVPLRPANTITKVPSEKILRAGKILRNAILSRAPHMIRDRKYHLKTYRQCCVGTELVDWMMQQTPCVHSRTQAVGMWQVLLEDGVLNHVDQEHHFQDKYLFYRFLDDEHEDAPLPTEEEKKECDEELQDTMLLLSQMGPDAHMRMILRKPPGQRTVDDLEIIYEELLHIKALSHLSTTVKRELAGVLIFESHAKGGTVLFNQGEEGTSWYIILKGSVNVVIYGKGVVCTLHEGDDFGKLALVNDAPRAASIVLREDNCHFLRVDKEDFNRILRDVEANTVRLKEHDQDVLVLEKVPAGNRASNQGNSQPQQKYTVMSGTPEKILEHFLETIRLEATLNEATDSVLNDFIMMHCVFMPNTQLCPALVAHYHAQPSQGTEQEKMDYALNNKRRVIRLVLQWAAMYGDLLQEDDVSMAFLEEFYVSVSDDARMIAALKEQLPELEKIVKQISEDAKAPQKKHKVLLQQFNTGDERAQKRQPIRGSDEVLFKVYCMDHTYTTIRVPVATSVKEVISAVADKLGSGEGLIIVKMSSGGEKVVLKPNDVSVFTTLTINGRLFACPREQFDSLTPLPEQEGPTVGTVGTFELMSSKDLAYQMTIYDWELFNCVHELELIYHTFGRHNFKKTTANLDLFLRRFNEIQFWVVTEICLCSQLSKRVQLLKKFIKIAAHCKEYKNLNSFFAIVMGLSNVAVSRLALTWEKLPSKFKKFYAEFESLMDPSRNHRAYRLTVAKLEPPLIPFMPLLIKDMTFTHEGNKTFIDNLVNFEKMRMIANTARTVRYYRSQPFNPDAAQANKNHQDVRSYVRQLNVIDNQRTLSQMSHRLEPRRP
EPAC2 agonist – agonists of human EPAC2 (RAPGEF4). EPAC2 activation, biochemical qHTS; response scale: 100% = 6.5 mM cAMP response. Potency, µM (top dose mostly 154 µM), inactives show at the top dose activation, actives largely listed as activators. 0.079% of 360,000 active. Q8WZA2; also: potency is read from the fitted curve at half-maximal effect; nearly all actives have a fitted effect of over 50% in size
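Setup: EPAC2 100 nM, labeled Rap1B complex 250 nM, free GDP 50 uM. Compound titrations pinned in, brief spin, 5 min room temperature incubation. Kinetic fluorescence read over 30 min, normalized to 6.5 mM cAMP.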
CCT chaperon mod – cytosolic chaperonin activity modulation; purified chaperonin ATPase assay, HTRF ADP detection, 30 min; activity change, % (no concentration beside the values), hits read low; 0.3% of 360,000 active; in the data active = activity change below about -30%; also: % is scaled to controls: 0 for no effect and ±100 for the full control effect
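TRiC (40 or 20 nM final, by batch activity) in 30 mM Tris pH 7.4, 100 mM KCl, 5 mM MgCl2, 1 mM DTT was treated with compound at 76 uM single dose, then 10 uM ATP, 30 min at 37 °C. ADP was read by HTRF Transcreener.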
MmCpn inh – M. maripaludis TRiC chaperonin inhibition; 0.031% of 330,000 active; Potency, µM (doses to about 76.9 µM), without a hit: at the highest dose activity, negative = inhibition, usual class: inhibitors; AID 504842; purified Mm-Cpn ATPase, ADP Transcreener TR-FRET; also: potency is read from the fitted curve at half-maximal effect; % is scaled to controls: 0 for no effect and ±100 for the full control effect; nearly all actives have a fitted effect of over 80% in size
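ATP (10 uM final) was added to archaeal chaperonin (25 nM final) after 10 min exposure to test compound at 37°C; after 30 min further incubation, ADP was detected by competitive TR-FRET.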
Nrf2 inh – inhibitors of Nrf2 signaling; A549 ARE-Fluc reporter, luciferase luminescence, 18-24 h; Potency, µM (series often up to 46 µM), without a hit: top-dose activity change, negative = inhibition, most hits filed as inhibitors; 2.1% of 360,000 active; also: potency is read from the fitted curve at half-maximal effect; % is scaled to controls: 0 for no effect and ±100 for the full control effect; nearly all actives have a fitted effect of over 60% in size
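In this cell-based qHTS, ARE-driven firefly luciferase in A549 cells reports Nrf2 activity; the luminescent signal after BugLite lysis is the measured value, with a prior CellTiter-Fluor read for cell health.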
* marks the source's active call; other numbers are inactive results; i = inactive; ? = inconclusive; · = no result given; [ ] = another dose, or the depositor's remark. Unless noted, calls follow the shape of the dose curve; as a rule, active = well fitted curve in the direction sought with a large enough effect; inconclusive = small, poorly fitted or top-dose-only effect, or another doubt; inactive = no such curve, though single readings can be large; an effect the other way counts as inactive or inconclusive. An excerpt, so the mix of outcomes need not match the whole.

Fields: Akt phos inh	Nrf2 activator	A549 tox	TGFb inhibitor	EPAC2 antagonist	EPAC2 agonist	CCT chaperon mod	MmCpn inh	Nrf2 inh
(1) CC(=O)Nc1ccc(/C=C/C(=O)c2ccc3c(c2)OCCO3)cc1
    i	?	-3%	?	-4%	-3%	-0.9	-4%	1%
(2) CC(C)(O)C#Cc1ccc(CN2CCN(C3CCCC3)C(CCO)C2)cc1 (stereo not given)
    i	0.0%	11%	10%	9%	8%	0.7	0%	5%
(3) Cn1c2ccccc2c2nnc(SC3CCOC3=O)nc21 (stereo not given)
    i	0.3%	1%	-3%	0%[57.1 µM]	2%	0.5	1%	26%
(4) CCOC(=O)C1CCCN(S(=O)(=O)c2cccc3nsnc23)C1 (stereo not given)
    i	-0.8%	1%	-2%	-5%	6%	-0.2	0%	-2%
(5) Cc1cccc(NC(=O)CSc2nnnn2C)n1
    i	4.4%	3%	1%	4%	-1%	-3.3	1%	10%
(6) O=C(COc1ccccc1)N/N=C/c1ccc(O[C@@H]2O[C@H](CO)[C@@H](O)[C@H](O)[C@H]2O)cc1
    i	0.1%	-2%	0%	6%	7%	-2.8	-3%	-10%
(7) CCOc1ccc(Cl)cc1-c1cc(C(=O)NCC2CCCCC2)[nH]n1
    i	-0.6%	·	7%	17%	6%	0.4	·	·
(8) Cc1ccsc1CNn1cnnc1SCc1ccccc1F
    i	0.2%	-1%	2%	-4%	3%	-0.5	1%	·
(9) O=C(CC(=O)OCc1ccccc1)OCc1ccccc1
    i	-0.6%	-6%	1%	-6%	5%	-0.7	·	2%
(10) O=C(C[n+]1ccc(C(=O)NCc2ccccc2)cc1)c1ccc(F)cc1
    i	0.6%	·	·	3%	6%	-1.6	·	·
(11) O=C(CSc1nnc(CNC(=O)c2c(F)cccc2Cl)o1)NCc1ccc(F)cc1
    i	0.4%	0%	-9%	15%	1%	0.2	-2%	-9%
(12) COc1ccc(-c2cc(C(F)(F)F)n3nc(C(=O)N4CCCCC4)cc3n2)cc1OC
    i	0.2%	-19%	-8%	11%	-6%	0.4	-1%	26µM*
(13) Cc1ccc(S(=O)(=O)N2CCC(=O)N(C(COCc3ccc(Cl)cc3)C(C)C)CC2)cc1 (stereo not given)
    i	2.4%	-1%	?	-23%	4%	0.7	-3%	0%
(14) O=C1NC(=Nc2ccccc2)SC1(CO)CO
    i	0.1%	-11%	5%	3%	10%	-3.9	2%	-12%
(15) CC(=O)c1cccc(NC(=O)C(C)OC(=O)CN2C(=O)NC(C)(C)C2=O)c1 (stereo not given)
    i	-1.3%	9%	-27%	-2%	9%	2.0	2%	-7%
(16) C[C@H](NC(=O)CC[C@H]1O[C@@H](n2ccc(=O)[nH]c2=O)[C@H](O)[C@@H]1O)C(=O)O
    i	-0.7%	·	2%	8%	5%	0.6	·	·
(17) CNC(=O)/C(=C\c1ccc([N+](=O)[O-])cc1)NC(C)=O
    i	-0.4%	-2%	3%	20%	7%	3.4	-4%	-2%
(18) Cc1ccc2c(c1)N(CCC(=O)NCCN1CCOCC1)C(=O)CO2
    ·	-0.2%	0%	0%	-4%	1%	-0.4	0%	-5%
(19) CCOC(=O)/C=C1\CC(C(=O)OCC)Oc2ccccc21 (stereo not given)
    i	-0.2%	2%	2%	-16%	1%	1.1	-2%	2%
(20) Cc1ccccc1NS(=O)(=O)c1ccc(C(=O)N2CCN(c3ccccn3)CC2)cc1
    i	8.8%	-2%	-1%	-7%	9%	-0.2	-1%	4%
(21) Cc1cc2c(ncn2C)c(NS(=O)(=O)c2ccc(Cl)cc2)c1C
    i	0.3%	0%	-17%	-13%	0%	0.8	-4%	21%
(22) CCOC(=O)c1sc(NC(=O)C(CC)Sc2nc3ccccc3[nH]2)nc1C (stereo not given)
    i	0.7%	-1%	-15%	-8%	5%	-0.7	·	-1%
(23) Cc1ccc(C(=O)O)cc1-c1ccc(C=C2C(=O)c3ccccc3C2=O)o1
    i	3.2%	12%	-3%	2%	16%	0.2	0%	0%
(24) Fc1ccc(-c2nnn(Cc3ccccc3Cl)n2)cc1
    i	3.7%	3%	5%	-12%	12%	0.9	3%	21%
(25) NNC(=O)C1CC1c1ccccc1 (stereo not given)
    i	1.8%	-3%	3%	2%	5%	-4.6	5%	-1%
(26) CN(C)CCCN(C(=O)COc1ccccc1)c1nc2ccc(F)cc2s1
    i	4.1%	-2%	18%	-4%	4%	-0.6	-3%	11%
(27) Cn1c(N)c(C(=O)COC(=O)/C=C/c2cccc(F)c2)c(=O)n(C)c1=O
    i	11%	2%	11%	3%	-1%	-3.1	2%	10%
(28) COc1ccccc1CNc1ncnc2cc(Cl)ccc12
    i	12%	-8%	?	0%	0%	-2.8	-12%	?
(29) CCOc1ccc(CCNC(=O)c2ccc3c(=O)[nH]c4c(C(=O)NC(C)C)sc(=S)n4c3c2)cc1
    ·	2.2%	1%	-3%	?	-9%	0.0	3%	2%
(30) O=C(c1ccccc1O)N1N=C(c2ccccc2)CC1(O)C(F)(F)F (stereo not given)
    i	3.5%	-4%	?	-18%	0%	1.2	0%	-1%
(31) O=C(NC1CCCCCCC1)C1=COCCO1
    i	2.5%	0%	0%	9%	2%	1.1	1%	23%
(32) CCCC(=O)Nc1cc(OC)c(NC(=S)Nc2ccc(CC)cc2)cc1OC
    i	-0.2%	2%	-7%	-15%	5%	-6.9	·	17%
(33) C[C@]12C=C[C@H](O)CC1=CCC1C2CC[C@@]2(C)C1CCC21OCCO1 (stereo not given in full)
    i	7.8%	1%	-11%	-4%	6%	-2.6	2%	-3%
(34) CC(C)[C@H](NC(=O)NCc1cccs1)C(=O)O
    i	0.5%	3%	3%	-14%	6%	-1.4	0%	-3%
(35) O=C(COc1ccccc1O)c1cccs1
    ·	7.3%	-11%	-11%	-3%	0%[15.6 µM]	0.0	0%	9%
(36) CCCCN(C)C(=O)CCC(=O)Nc1ccc2nc(N3CCOCC3)cc(C)c2c1
    i	2.8%	?	6%	-27%	2%	-0.6	-1%	?
(37) CCn1cc(C(=O)OCC(=O)Nc2cccc(C)c2)c(=O)c2ccc(C)nc21
    i	-0.5%	4%	9%	-10%	6%	-0.9	-16%	?
(38) COc1ccc(CCC(=O)N2CCN(c3ccc(OC)cc3)CC2)cc1
    i	-0.2%	-1%	24%	-2%	4%	0.0	0%	-12%
(39) Cc1nn(-c2ccc(N3CCCCC3)nn2)c(C)c1CCC(=O)NCc1ccc(Cl)cc1
    ·	-3.4%	0%	-20%	·	·	·	·	?
(40) COc1ccc(NC(=O)CCNC(=O)N2CC(=O)Nc3ccccc32)cc1OC
    i	0.0%	·	0%	-1%	-1%	1.7	·	·
(41) CC1=C(C(=O)N(C)C)CC(CC(=O)NCC2CCCCC2)C(=O)N1Cc1ccc(F)cc1 (stereo not given)
    i	-0.6%	·	-3%	9%	4%	-0.1	·	·
(42) Cc1ccccc1NC(=O)c1ccc2nccnc2c1
    i	3.6%	-3%	-1%	3%	3%	1.0	2%	?
(43) CCOC(=O)CSc1nc(C)nc2c1sc1nc(C)c(C(C)=O)c(-c3ccc(OC)cc3)c12
    i	-0.1%	7%	1%	-9%	5%	1.2	-20%	?

Laid out differently: entries from further up.
entry	mol	Akt phos inh	Nrf2 activator	A549 tox	TGFb inhibitor	EPAC2 antagonist	EPAC2 agonist	CCT chaperon mod	MmCpn inh	Nrf2 inh
29	CCOc1ccc(CCNC(=O)c2ccc3c(=O)[nH]c4c(C(=O)NC(C)C)sc(=S)n4c3c2)cc1	·	2.2%	1%	-3%	?	-9%	0.0	3%	2%
30	O=C(c1ccccc1O)N1N=C(c2ccccc2)CC1(O)C(F)(F)F (stereo not given)	i	3.5%	-4%	?	-18%	0%	1.2	0%	-1%
31	O=C(NC1CCCCCCC1)C1=COCCO1	i	2.5%	0%	0%	9%	2%	1.1	1%	23%
32	CCCC(=O)Nc1cc(OC)c(NC(=S)Nc2ccc(CC)cc2)cc1OC	i	-0.2%	2%	-7%	-15%	5%	-6.9	·	17%
33	C[C@]12C=C[C@H](O)CC1=CCC1C2CC[C@@]2(C)C1CCC21OCCO1 (stereo not given in full)	i	7.8%	1%	-11%	-4%	6%	-2.6	2%	-3%
34	CC(C)[C@H](NC(=O)NCc1cccs1)C(=O)O	i	0.5%	3%	3%	-14%	6%	-1.4	0%	-3%
35	O=C(COc1ccccc1O)c1cccs1	·	7.3%	-11%	-11%	-3%	0%[15.6 µM]	0.0	0%	9%
36	CCCCN(C)C(=O)CCC(=O)Nc1ccc2nc(N3CCOCC3)cc(C)c2c1	i	2.8%	?	6%	-27%	2%	-0.6	-1%	?
37	CCn1cc(C(=O)OCC(=O)Nc2cccc(C)c2)c(=O)c2ccc(C)nc21	i	-0.5%	4%	9%	-10%	6%	-0.9	-16%	?
38	COc1ccc(CCC(=O)N2CCN(c3ccc(OC)cc3)CC2)cc1	i	-0.2%	-1%	24%	-2%	4%	0.0	0%	-12%
39	Cc1nn(-c2ccc(N3CCCCC3)nn2)c(C)c1CCC(=O)NCc1ccc(Cl)cc1	·	-3.4%	0%	-20%	·	·	·	·	?
40	COc1ccc(NC(=O)CCNC(=O)N2CC(=O)Nc3ccccc32)cc1OC	i	0.0%	·	0%	-1%	-1%	1.7	·	·

Shown in transposed form: two of the compounds above
20. Cc1ccccc1NS(=O)(=O)c1ccc(C(=O)N2CCN(c3ccccn3)CC2)cc1
21. Cc1cc2c(ncn2C)c(NS(=O)(=O)c2ccc(Cl)cc2)c1C

Assay by compound,20,21
Akt phos inh,i,i
Nrf2 activator,8.8%,0.3%
A549 tox,-2%,0%
TGFb inhibitor,-1%,-17%
EPAC2 antagonist,-7%,-13%
EPAC2 agonist,9%,0%
CCT chaperon mod,-0.2,0.8
MmCpn inh,-1%,-4%
Nrf2 inh,4%,21%
